Compound activity deposited in PubChem BioAssay by Sanford-Burnham Center for Chemical Genomics.
IAP activation – mouse intestinal phosphatase enzyme activation – biochemical, luminescence, single concentration, confirmation (AID 434970). purified mouse IAP, CDP-Star luminescence, 30 min; hits give low values. activity change, negative = activation, % at 10 µM. actives 2.9% (n = 11,000); in the data active means activity change below about -85%;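 further: percent relative to enzyme plus DMSO wells and wells without enzyme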
IAP activation Fold change – recorded beside IAP activation, whose call it bears; activation factor; measured here: IAP activation factor; hits give high values;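 fold luminescence change scaled to plate control wells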
Active calls of the source: *. Not all compounds are listed. The share of hits here may be higher or lower than overall.

SMILES	IAP activation	IAP activation Fold change
COC(=O)c1cn(NC(=O)C2COc3ccccc3O2)c(=O)c2ccccc12 (configuration not stated)	8.6	0.915
CN(C)CCCNC(=O)C[C@H]1C[C@H](C(=O)N2CCCCC2)[C@@]2(C)c3[nH]c4ccc(Cl)cc4c3CCN2C1=O	-3.3	1.03
Cc1ccc(OCc2nnc(SCC(=O)NCc3ccco3)n2C)cc1	4.2	0.958
COc1ccc(OC)c(-n2nnnc2SCC(=O)Nc2cc(C)ccc2OC)c1	6.0	0.94
Cc1c(C)n(CC(O)CN2CCCCC2)c2ccccc12 (configuration not stated)	5.5	0.945
COc1ccc(-n2nc(C(=O)NCC(=O)Nc3cccc(C)n3)c3ccccc3c2=O)cc1	7.8	0.922
O=C(NC1CC2CCC(C1)N2C(=O)NCc1ccccc1)C1CC1 (configuration not stated)	-14.9	1.15
O=C(O)c1ccc(COc2ccc3c4c(c(=O)oc3c2)CCC4)o1	-7.4	1.07
COc1ccccc1-c1nnc(Nc2nc3c(OC)cccc3s2)o1	23.0	0.77
Nc1ccc(N(c2ccccc2)c2ccc(N)cc2)cc1	12.8	0.873
C=CCSC1=N/C(=C/c2ccsc2)C(=O)N1c1ccccc1	9.0	0.91
Cc1occc1-c1nnc(SCC(=O)NC(=O)NC(C)C)n1N	4.3	0.957
O=C(CCS(=O)(=O)c1cccc2nonc12)Nc1cccc2c1CCCC2	2.9	0.972
COc1ccccc1-c1noc(CCC(=O)Nc2cccc(C(F)(F)F)c2)n1	0.5	0.996
CC[C@]1(C(=O)OC)[C@H]2C(=O)N(Cc3ccccc3)C(=O)[C@H]2[C@H]2CN=C(SCc3ccc(C(=O)OC)cc3)N21	5.9	0.941
CCOC(=O)N1CCN(c2nc(-c3cccs3)cc(C(F)(F)F)n2)CC1	-0.9	1.01
CCOC(=O)C1=C(C)OC(N)=C(C#N)C1c1c(C)nn(-c2ccc(C)cc2)c1Cl (configuration not stated)	-7.2	1.07
O=[N+]([O-])c1ccc(N2CCCCCC2)c([N+](=O)[O-])c1	13.8	0.862
O=C1c2[nH]nc(-c3ccccc3O)c2C(c2ccccc2F)N1Cc1ccco1 (configuration not stated)	5.2	0.949
O=C(CN1CCN(C(=O)c2ccco2)CC1)Nc1cc(Cl)ccc1Cl	2.8	0.972
CN(C)CCCNC(=O)C[C@H]1C[C@H](C(=O)N2CCOCC2)[C@@]2(C)c3[nH]c4cc(-c5ccco5)ccc4c3CCN2C1=O	8.7	0.913
CC(C)C(=O)Nc1cccc(C(=O)Nc2nncs2)c1	5.6	0.944
COc1ccc(C(=O)/C=C/c2ccccc2F)c(OC(=O)c2ccc([N+](=O)[O-])cc2)c1	10.9	0.891
O=C1OCC/C1=C\c1ccccc1O	6.6	0.934
CCOC(=O)CNC(=O)C(Cc1ccccc1)NS(=O)(=O)c1cccs1 (configuration not stated)	3.2	0.968

Rewritten field by field: entries from further up
CCOC(=O)N1CCN(c2nc(-c3cccs3)cc(C(F)(F)F)n2)CC1
  IAP activation = -0.9
  IAP activation Fold change = 1.01

CC[C@]1(C(=O)OC)[C@H]2C(=O)N(Cc3ccccc3)C(=O)[C@H]2[C@H]2CN=C(SCc3ccc(C(=O)OC)cc3)N21
  IAP activation = 5.9
  IAP activation Fold change = 0.941

CCOC(=O)C1=C(C)OC(N)=C(C#N)C1c1c(C)nn(-c2ccc(C)cc2)c1Cl (configuration not stated)
  IAP activation = -7.2
  IAP activation Fold change = 1.07

CN(C)CCCNC(=O)C[C@H]1C[C@H](C(=O)N2CCOCC2)[C@@]2(C)c3[nH]c4cc(-c5ccco5)ccc4c3CCN2C1=O
  IAP activation = 8.7
  IAP activation Fold change = 0.913

Next part
SMILES	IAP activation	IAP activation Fold change
Cc1cc(C)nc(N2C(=O)CC(C(C)c3ccccc3)C2=O)n1 (configuration not stated)	4.1	0.959
COc1ccc2c(c1)C1CC(C)(NC(=O)C1C(=O)c1ccccc1)O2 (configuration not stated)	6.7	0.933
CC1CCc2c(sc3nc(CN4CCOCC4)nc(NS(=O)(=O)c4cccc([N+](=O)[O-])c4)c23)C1 (configuration not stated)	13.6	0.865
CC[C@]12c3[nH]c4cc(-c5ccco5)ccc4c3CCN1C(=O)[C@@H](CC(=O)NCCN1CCOCC1)C[C@@H]2C(=O)N1CCN(C(=O)c2ccco2)CC1	-8.4	1.08
Fc1ccccc1CNC(=S)Nc1cccc(C(F)(F)F)c1	-25.7	1.26
CCOC(=O)c1cnc(SC)nc1Oc1cccc(NS(=O)(=O)c2ccccc2)c1	1.1	0.99
COc1cc(C2Nc3cc(Cl)c(S(N)(=O)=O)cc3S(=O)(=O)N2)ccc1OCc1ccccc1 (configuration not stated)	16.0	0.84
O=C(N[C@H]1/C=C\[C@@H](O)CCCC1)OCc1ccccc1	8.1	0.919
CCOC(=O)C1CCN(S(=O)(=O)NC[C@H]2O[C@@H](n3cnc4c(N)ncnc43)[C@H](O)[C@@H]2O)C1 (some centres not stated)	-6.2	1.06
COCCOC(=O)C1=C(C)N=C2SCCC(=O)N2C1c1ccc(C(=O)OC)cc1 (configuration not stated)	-4.5	1.04
CCOC(=O)N1CCC(NC(=O)C(CC(C)C)NC(=O)C2CCCCC2)CC1 (configuration not stated)	14.1	0.859
CCOc1ccc2nc(SC(C)C(N)=O)[nH]c2c1 (configuration not stated)	-11.4	1.11
CC(C)CCNC(=O)c1cccc(Cl)c1	3.6	0.964
CN(C)C(=O)CCc1ccc2c3c([nH]c2c1)[C@]1(CCc2ccccc2)[C@@H](C(=O)N2CCCCC2)C[C@H](CC(=O)NCCC2=CCCCC2)C(=O)N1CC3	-23.2	1.23
COC(=O)c1cn(NC(=O)C2CCC(C(C)(C)C)CC2)c(=O)c2ccccc12 (configuration not stated)	1.9	0.981
CN1C(=O)C(CC(=O)N2CCN(C(c3ccccc3)c3ccccc3)CC2)N(C)C1=O (configuration not stated)	-2.0	1.02
Cc1ccc2[nH]c(=S)cc(C)c2c1	-5.3	1.05
Cc1c(NC(=O)c2ccc(CN3CCc4ccccc4C3)cc2)c(=O)n(-c2ccccc2)n1C	3.8	0.962
CC(=O)Nc1ccc(S(=O)(=O)NCC(=O)NNC(=O)COc2c(C)cccc2C)cc1	27.4	0.726
CCn1cc(C(=O)OCC(=O)NCc2ccc3c(c2)OCO3)c(=O)c2ccc(C)nc21	3.1	0.97
CN(CCO)c1ccc(C=NNc2ccc([N+](=O)[O-])cc2S(=O)(=O)Nc2ccccc2C(=O)O)cc1	45.6	0.544
COc1ccc(C)cc1NC(=O)C1C2C=CC(C2)C1C(=O)O (configuration not stated)	4.5	0.955
COc1ccc(N2C(=O)C(Cl)=C(N(CCO)Cc3ccccc3)C2=O)cc1	9.6	0.904
Cc1cc(NCCCn2ccnc2)n2c(nc3ccccc32)c1C#N	-2.2	1.02
C=CCOc1ccc(/C=N/n2cncn2)cc1OC	1.2	0.988
(list continues)
SMILES	IAP activation	IAP activation Fold change
COc1ccc(C2NCCc3cc(OC)c(OC)cc32)cc1OC (configuration not stated)	3.3	0.967
COc1cc2c(cc1NC(=O)Nc1ccc(C)cc1)oc1ccccc12	-18.4	1.18
CC(=O)c1cc2c(cc1NC(=O)c1cc3nc(C(C)C)cc(C(F)(F)F)n3n1)OCO2	8.6	0.915
CCN(CC)CCNC1=NCCn2c1cc1cc(OC)ccc12	-12.1	1.12
CNC(=O)c1ccc(-n2nc(C)cc2-c2ccccc2)cc1	3.6	0.964
O=c1cc(CSc2nnc(-c3cccs3)n2Cc2ccccc2)nc2sc3ccccc3n12	9.1	0.909
CCN(CC)S(=O)(=O)c1ccc(NC(=O)CN(c2ccc(OC)cc2OC)S(C)(=O)=O)cc1	-3.2	1.03
Cc1cc(=O)[nH]c(-n2[nH]c3c(c2=O)CCCC3)n1	16.2	0.838
Cc1nc(N2CCN(C(=O)COc3ccccc3)CC2)c2c(C)c(C)sc2n1	5.0	0.95
CN=c1scc(-c2ccco2)n1/N=C/c1ccc(O)c(O)c1	62.8	0.372
Cn1c(CNC(=O)C(C)(C)C)nc2ccccc21	-1.5	1.02
O=C1CCCCCN1Cc1nnc(SCc2nc3ccccc3s2)n1-c1ccccn1	7.7	0.923
CC(O)C1C(=O)OC2(C)CC(C)(C)NC(=S)N12 (configuration not stated)	3.0	0.97
C=CCn1c(P(=O)(O)c2ccccc2)nc2ccccc21	-3.6	1.04
C/C(Cl)=C/Cn1c(NCCN(C)C)nc2c1c(=O)n(C)c(=O)n2C	3.9	0.961
CCN=C1Cn2c(nc3scc(-c4ccccc4)c3c2=O)CN1CC	6.8	0.932
COCCCNC(=O)CC1C[C@H](C(=O)N(C(C)C)C(C)C)[C@@]2(C)c3[nH]c4ccc(OC)cc4c3CCN2C1=O (some centres not stated)	-9.1	1.09
COc1ccccc1C(=O)Nc1ccc(CN2CCCCC2)cc1	6.0	0.94
Cc1ccc(NC(=S)NC2CCSc3ccccc32)cc1C (configuration not stated)	-171.5*	2.71*
O=C(CC1CCCC1)OCn1nnc2ccccc2c1=O	-2.6	1.03
O=C(c1nc2nc(-c3ccccc3)cc(C(F)(F)F)n2n1)N1CCOCC1	0.4	0.996
Cc1ccc(CNc2ccc(N3CCOCC3)cc2)s1	-8.4	1.08
Cc1ccc(C(=O)c2cncc(Br)c2)cc1	11.4	0.885
CS(=O)(=O)N(Cc1ccccc1)c1ccccc1C(=O)N1CCN(c2ccccc2)CC1	7.8	0.922
CCOc1cc(C(=O)Nc2c(C)ccc3nsnc23)cc(OCC)c1OCC	4.3	0.957
Further results.
SMILES	IAP activation	IAP activation Fold change
CCCCn1c(SCC(=O)Nc2nnc(C)s2)nnc1-c1ccoc1C	-3.2	1.03
O=C(C1CCN(S(=O)(=O)c2cccc3nsnc23)CC1)N1CCc2ccccc21	6.5	0.935
Cc1ccccc1-c1nnc(-c2ccc(Br)cc2)o1	2.7	0.973
CCCCC1CCC(/C(N)=N/O)CC1 (configuration not stated)	3.0	0.97
C#CCOCCOCCOCCNc1nc(N2CCN(C(=O)CCCCCCCCCCNC(=O)[C@H](CCCN=C(N)N)n3cc(C[C@@H](C)CC)nn3)CC2)nc(N2CCN(C(=O)CCCCCCCCCCNC(=O)[C@@H]([C@H](C)CC)n3cc(CCCCCN)nn3)CC2)n1	-518.9*	6.19*
O=C(Nc1cccc(Br)c1)/C(=C\c1cccnc1)NC(=O)c1ccco1	-6.6	1.07
O=C1/C(=C/C=C/c2ccco2)SC(=S)N1c1ccc(O)cc1	77.0	0.23
COc1ccc2[nH]c3c(c2c1)CCN1C(=O)C(CC(=O)NCCc2ccccn2)C[C@H](C(=O)N2CCCCC2)[C@@]31C (some centres not stated)	-8.8	1.09
CCN1C(=O)c2cccc3c(S(=O)(=O)Nc4ccccn4)ccc1c23	6.7	0.933
CCOC(=O)COc1c(Br)cc(/C=C2\SC(=O)N(CC(=O)N3CCCC3)C2=O)cc1OC	0.1	1
O=c1c2cccnc2[nH]c(=S)n1CCC1=CCCCC1	-1.2	1.01
Cc1ccc(S(=O)(=O)N2C/C=C\CN(S(=O)(=O)c3ccccc3Br)CC2)cc1	-0.1	1
O=C(CCc1ccc(Oc2cc([N+](=O)[O-])cc([N+](=O)[O-])c2)cc1)N1CCCCC1	-5.6	1.06
CCOC(=O)C1=C(c2ccccc2)c2ccc(OC)cc2N(S(=O)(=O)C(F)(F)F)C1C(=O)OCC (configuration not stated)	-9.6	1.1
O=C(c1cc2ccccc2oc1=O)N1CCN(Cc2ccc3c(c2)OCO3)CC1	-2.4	1.02
Cc1sc2nc(SCC(=O)NCc3ccco3)n(CCc3ccccc3)c(=O)c2c1C	-1.8	1.02
C=CCNC(=O)c1nc2ccccc2s1	8.0	0.92
CC[C@]12c3[nH]c4cc(CCC(=O)N(C)C)ccc4c3CCN1C(=O)[C@@H](CC(=O)NC(C)(C)C)C[C@@H]2C(=O)N1CCN(C(=O)C2CC2)CC1	-7.6	1.08
COc1ccc(C(=O)NCCCN2CCOCC2)cc1OC	2.7	0.973
COc1ccc(/C=C2\CCCC(C(=O)C(F)(F)F)=C2O)cc1	3.6	0.964
Cc1ccc(NC(=O)CCNS(=O)(=O)c2ccc3[nH]c(=O)oc3c2)c(Cl)c1	62.2	0.378
Cc1nn(C)cc1C(=O)NNC(=S)Nc1ccccc1	11.8	0.883
O=C(COC(=O)c1cccc(S(=O)(=O)N2CCOCC2)c1)Nc1ccc2c(c1)OCO2	3.1	0.969
COc1ccc(Nc2nc(-c3cccs3)cs2)cc1	11.9	0.881
Cc1ccc(N2C(=O)CC(N(O)C3CC(=O)N(c4ccc(C)cc4)C3=O)C2=O)cc1 (configuration not stated)	5.3	0.947

The last five compounds of the section before lead into the next:
SMILES	IAP activation	IAP activation Fold change
Cc1ccc(NC(=O)CCNS(=O)(=O)c2ccc3[nH]c(=O)oc3c2)c(Cl)c1	62.2	0.378
Cc1nn(C)cc1C(=O)NNC(=S)Nc1ccccc1	11.8	0.883
O=C(COC(=O)c1cccc(S(=O)(=O)N2CCOCC2)c1)Nc1ccc2c(c1)OCO2	3.1	0.969
COc1ccc(Nc2nc(-c3cccs3)cs2)cc1	11.9	0.881
Cc1ccc(N2C(=O)CC(N(O)C3CC(=O)N(c4ccc(C)cc4)C3=O)C2=O)cc1 (configuration not stated)	5.3	0.947
O=C(Cc1ccccc1)N1O[C@H]2C=C[C@@H]1CC2	-7.2	1.07
O=C1CNCc2[nH]c3ccccc3c2N1c1ccccc1	3.4	0.966
CC(C)=CCC/C(C)=C/CNC(=O)C[C@H]1C[C@H](C(=O)N2CCOCC2)[C@@]2(CCC3CCCC3)c3[nH]c4cc(-c5ccco5)ccc4c3CCN2C1=O	0.0	1
Cc1ccc(C(=O)NNc2cc(N3CCCC3)nc(N3CCCC3)n2)cc1	0.1	0.999
CCOC(=O)c1c(C)n(C)c2ccc(OC)c(NC(=O)CN3CCCCC3)c12	15.2	0.849
COc1cccc(-c2noc(-c3cccs3)n2)c1	2.0	0.98
C[C@]12c3[nH]c4ccc(Cl)cc4c3CCN1C(=O)[C@@H](CC(=O)NCCN1CCOCC1)C[C@@H]2C(=O)N1CCCCC1	-5.2	1.05
